Screening results deposited in PubChem by several laboratories.
Rin1-Abl PPI inh: blocks binding of human Rin1 to Abl. P00519+Q13671. TR-FRET Rin1/Abl binding, biochemical. inhibition, % at 7.35 µM. 360,000 tested, 0.4% active. AID 588664; in the data active = inhibition above about 5%, passing the limit was not always enough
Neddyl block: cullin neddylation inhibition; TR-FRET cullin neddylation, biochemical; AID 651699; 360,000 tested, 0.58% active; P61081+Q13564; calls only at 25 µM; in the data active = inhibition above about 36%
Target sequence (P61081 whole entry, looked up): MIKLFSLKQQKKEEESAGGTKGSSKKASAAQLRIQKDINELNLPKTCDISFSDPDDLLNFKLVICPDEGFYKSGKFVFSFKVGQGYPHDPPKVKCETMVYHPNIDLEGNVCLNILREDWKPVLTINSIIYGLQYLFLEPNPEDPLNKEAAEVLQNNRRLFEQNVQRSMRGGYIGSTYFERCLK
Target sequence (Q13564 whole entry, looked up): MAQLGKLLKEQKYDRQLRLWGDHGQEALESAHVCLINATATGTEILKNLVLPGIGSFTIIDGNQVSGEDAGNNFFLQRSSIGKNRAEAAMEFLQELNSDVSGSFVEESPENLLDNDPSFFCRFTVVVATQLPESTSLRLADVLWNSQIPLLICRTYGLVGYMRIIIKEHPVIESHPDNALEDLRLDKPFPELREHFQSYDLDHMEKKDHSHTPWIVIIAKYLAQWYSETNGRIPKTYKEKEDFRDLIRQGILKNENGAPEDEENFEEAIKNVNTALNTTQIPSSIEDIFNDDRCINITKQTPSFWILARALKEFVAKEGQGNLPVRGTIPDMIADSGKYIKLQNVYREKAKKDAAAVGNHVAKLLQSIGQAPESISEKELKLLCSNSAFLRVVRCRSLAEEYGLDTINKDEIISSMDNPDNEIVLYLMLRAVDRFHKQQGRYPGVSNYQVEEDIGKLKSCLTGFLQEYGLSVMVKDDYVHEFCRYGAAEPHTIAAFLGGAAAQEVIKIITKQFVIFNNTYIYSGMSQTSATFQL
E coli Lon inh: inhibits E. coli Lon protease. P0A9M0. AID 602123. purified E. coli Lon protease, fluorescence polarization. 360,000 tested, 0.42% active. inhibition, % at 7.94 µM; in the data active = inhibition above about 13%, passing the limit was not always enough;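 note: 0% = enzyme with probe and DMSO and 100% = no enzyme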
FAS-TE inh: blocks the thioesterase domain of human fatty acid synthase. P49327. recombinant FAS-TE, OMFH fluorogenic substrate, fluorescence endpoint. inhibition, % at 15 µM. 360,000 tested, 0.67% active. AID 602261;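 active = compounds whose normalised, plate-corrected inhibition of enzyme fluorescence in the single-dose primary screen is 50% or more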;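 note: 0% = DMSO with enzyme and 100% = substrate without enzyme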
SKN-1 inh: C. elegans SKN-1 inhibition. inhibition, % at 21.8 µM. 360,000 tested, 0.49% active. C. elegans VP596 Pgst-4::GFP/RFP ratio, acrylamide-induced, 24 h;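 active = interference check ratio from 0.5 to 1.5 plus GFP to RFP signal ratio inhibition reaching or exceeding a fixed threshold, cut at about 30% in these data, passing the limit was not always enough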; note: some compounds called inactive have numbers as strong as hits
bovine MsrA act: bovine methionine sulfoxide reductase A activation | purified bovine MsrA, absorbance read-out | activation, % at 10.6 µM | 360,000 tested, 0.3% active; in the data active = activation above about 7.5%;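 note: 0% = vehicle and 100% = reference activator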
CendR NRP1 mod: modulators of CendR peptide binding to human neuropilin-1. 360,000 tested, 0.85% active. FAM-RPARPAR peptide binding to NRP-1, fluorescence polarization. O14786. inhibition, % at 25 µM. AID 602438;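 active = inhibition or corrected inhibition above about 18%, plus a signal ratio from 0.5 to 1.5, limit read from the data, passing the limit was not always enough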; note: strong numbers were not always called active
PABP1 MLLE inh: inhibitors of microRNA-mediated deadenylation, human PABP1 MLLE binding | 360,000 tested, 0.36% active | GST-MLLE / FITC-PAM2 fluorescence polarization | inhibition, % at 20 µM | P11940 | AID 588489; in the data active = inhibition above about 35%, passing the limit was not always enough;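 note: plate controls were DMSO wells with GST-MLLE for no effect and wells lacking GST-MLLE protein for full effect; some results filed as inactive read as strong as hits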
MT1-MMP act inh: MT1-MMP (human) activation inhibition. 360,000 tested, 0.061% active. P50281. HT1080 RFP-PRO-GFP cells, GFP/RFP ratio fluorescence, overnight; percent of plate control window, DMSO zero. GFP/RFP ratio change, % at 20 µM;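 active = GFP/RFP ratio change of at least 30% with cell ATP level not reduced by more than half and red fluorescence within 50% of control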; note: strong numbers were not always called active
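Assay system: HT1080 RFP-PRO-GFP cells. Benchmarks: DMSO vehicle wells and RFP-L50D-GFP reporter cell wells. Times: overnight cell settling, then overnight compound exposure, 37 °C, 5% CO2. Compound: 20 µM single dose, 1% DMSO. Read-out basis: GFP/RFP fluorescence ratio.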
Numbers without * were called inactive; i = inactive; nt = not tested or not shown.

[1] Cc1cc(C)cc(OCC(=O)NNC(=O)CN2C(=O)c3ccccc3C2=O)c1
[2] O=C(Cc1ccc(F)cc1)Nc1ccc2[nH]ncc2c1
[3] COc1cc(OC)c(N(C)S(=O)(=O)c2cccc(C(=O)OCC(=O)c3c[nH]c4ccccc34)c2)cc1Cl
[4] O=C(NC(=S)Nc1cccc(Cl)c1N1CCCCC1)c1ccco1
[5] Clc1ccc(/C=N/NC2=Nc3cccc4cccc2c34)cc1
[6] COc1ccccc1C(=O)C1CCCN(C(=O)c2cc(C(C)C)no2)C1 (stereo not drawn)
[7] COc1ccc(C(=O)NCC(=O)N/N=C/c2cccnc2)cc1OC
[8] CN1CCc2ccccc2C1Cc1ccccc1NC(=O)c1sc2ccccc2c1Cl (stereo not drawn)
screen / no.	1	2	3	4	5	6	7	8
Rin1-Abl PPI inh	-4.8	2.3	-2.6	-0.7	-1.9	-0.8	2.4	2.8
Neddyl block	i	i	i	i	i	i	i	i
E coli Lon inh	6.3	-2.0	-1.2	-0.9	-11.0	6.1	-1.1	1.4
FAS-TE inh	-14.4	-12.1	36.3	30.3	-0.7	0.0	-3.9	32.1
SKN-1 inh	-10.2	9.3	7.5	-15.3	24.3	0.4	11.1	6.4
bovine MsrA act	-7.4	1.2	-4.5	-8.1	0.9	-4.2	-9.4	-2.9
CendR NRP1 mod	-28.2	3.9	-4.0	-6.6	-90.5	1.4	14.6	-15.5
PABP1 MLLE inh	0.0	-7.1	-14.1	34.0	-31.1	5.3	4.8	-10.5
MT1-MMP act inh	1.3	0.3	-5.6	-3.6	-46.3	0.4	1.3	-14.3

[9] CCOC(=O)c1ccccc1NC(=O)CC(C)CC(=O)O (stereo not drawn)
[10] O=C(NNC(=O)C1CCCO1)c1ccc([N+](=O)[O-])cc1 (stereo not drawn)
[11] O=C(CN1C(=O)NC2(CCCCC2)C1=O)NCCC1=CCCCC1
[12] Cc1ccc(S(=O)(=O)NC(=O)Nc2nnc(C)s2)cc1
[13] Cc1ccnc2nc(NC(=O)c3ccco3)nn12
[14] N#CCc1ccc(OC(=O)Nc2ccccc2)cc1
[15] COc1cc(NC(=O)c2cccs2)c(OC)cc1NC(=O)c1ccco1
[16] OC(COc1cccc2ccccc12)CN1CCN(c2ccccc2)CC1 (stereo not drawn)
screen / no.	9	10	11	12	13	14	15	16
Rin1-Abl PPI inh	-1.7	0.7	1.6	-2.3	-6.2	2.1	-0.7	0.4
Neddyl block	i	i	i	i	i	i	i	i
E coli Lon inh	1.7	-6.0	6.4	3.6	-4.7	5.0	1.4	-4.8
FAS-TE inh	-11.5	-1.1	-5.8	0.2	-5.1	-3.5	-4.1	8.3
SKN-1 inh	5.1	11.4	-7.2	15.6	2.8	15.8	7.0	-13.0
bovine MsrA act	-2.9	-1.6	-4.7	-0.6	-1.4	-3.0	-8.5	-3.3
CendR NRP1 mod	-5.0	0.2	7.9	17.4	-2.7	-2.5	1.3	5.8
PABP1 MLLE inh	6.1	-15.0	-3.2	-6.1	12.8	1.9	6.0	-3.9
MT1-MMP act inh	-1.4	3.8	5.7	1.3	-1.0	3.4	5.8	2.5

[17] COC(=O)c1cc2c(n(-c3ccccc3)c1=O)CCCC2=O
[18] COc1ccc2c(c1)[C@H]1[C@H](CO2)[C@H](c2ccccc2)[C@]2(C)C(=O)Nc3ccc(F)cc3C(=O)N12
[19] CN(C(=O)c1ccc(NC(=O)Cc2ccc(NC(=O)C3CCN(C(=O)CCc4ccccc4)CC3)cc2)cc1)C1CC1
[20] O=C1C2CCCN2C(c2ccc(F)cc2)N1c1nccs1 (stereo not drawn)
[21] O=[N+]([O-])c1cc(S(=O)(=O)NC2=NCCCCC2)ccc1NCC1CCCCC1
[22] COc1cc(CNCc2ccc(Br)cc2)cc(OC)c1
[23] COC(=O)c1ccc(C(=O)OC)c(NC(=O)CN2CCN(c3ccc(OC)cc3)CC2)c1
[24] CCOC(=O)C(=O)Nc1ccc(OC)c(Cl)c1
screen / no.	17	18	19	20	21	22	23	24
Rin1-Abl PPI inh	0.6	-0.3	11.7*	-1.4	-0.3	3.0	4.0	0.9
Neddyl block	i	i	i	i	i	i	i	i
E coli Lon inh	-5.4	19.1	1.8	-6.6	5.0	1.1	1.7	-1.5
FAS-TE inh	-8.6	39.9	-8.7	-3.4	12.6	-1.4	6.6	-2.5
SKN-1 inh	-11.4	2.8	-10.1	-1.1	-6.2	-9.3	8.9	0.4
bovine MsrA act	-5.0	-0.7	-1.9	-1.4	-3.1	-4.5	-4.9	-1.7
CendR NRP1 mod	-12.1	7.4	-0.7	-4.0	-2.7	2.6	15.1	7.1
PABP1 MLLE inh	6.6	10.8	-13.6	6.6	9.2	-2.8	-10.7	7.2
MT1-MMP act inh	3.4	-5.4	4.3	-2.3	3.8	0.5	-6.6	3.8

[25] CC1(C)CC(CCNC(=O)c2ccc(-n3cnnn3)cc2)CC(C)(C)N1
[26] O=C(O)CCn1nnc(-c2cccs2)n1
[27] N#Cc1ccc(Oc2cccc(C(=O)O)c2)cc1C#N
[28] COC(=O)C1CCN(C2=C(NS(=O)(=O)c3ccc(Cl)cc3)C(=O)c3ccccc3C2=O)CC1
[29] Nc1c(C(=O)Nc2ccccc2F)sc2nc(-c3ccco3)ccc12
[30] NNC(=O)Cc1cccc2ccc(Cl)cc12
[31] COc1cccc(C=O)c1OCCN1C(=O)c2ccccc2C1=O
[32] Cc1nnc(SCc2ccc(Cl)cc2Cl)[nH]c1=O
screen / no.	25	26	27	28	29	30	31	32
Rin1-Abl PPI inh	0.2	2.6	-0.7	-7.5	-0.4	3.2	-0.3	0.8
Neddyl block	i	i	i	i	nt	i	i	i
E coli Lon inh	-12.5	-11.1	0.5	-4.5	-23.6	3.8	-8.5	-0.7
FAS-TE inh	-5.2	-7.5	27.9	8.8	-4.1	-5.8	-1.2	-6.7
SKN-1 inh	5.7	-4.6	16.6	5.1	19.6	-9.7	15.2	-9.9
bovine MsrA act	-2.2	-7.5	-2.2	-4.7	-4.2	-0.9	-2.6	-3.4
CendR NRP1 mod	2.6	-6.7	20.5	-0.9	-79.0	-7.3	-9.1	-7.6
PABP1 MLLE inh	7.6	-15.1	-0.7	3.5	3.6	-4.0	0.0	5.2
MT1-MMP act inh	-2.8	-4.4	0.9	1.4	-4.6	-2.8	-1.8	-6.0

[33] Cn1nc(C(=O)NCc2cccc(Cl)c2)c2c1-c1ccccc1S(=O)(=O)C2
[34] COc1ccc2cc3c(N)nn(C(=O)Cc4c[nH]c5ccccc45)c3nc2c1
[35] CC(=O)Nc1nc2c(F)cccc2s1
[36] Cc1ccc(NC(=O)Nc2cccc(F)c2)nc1
[37] COc1ccccc1N1CCN(C(=O)c2ccc(NS(=O)(=O)c3ccc(C)cc3)cc2)CC1
[38] O=C(O)C1C2C=CC(C2)C1C(=O)NCc1cccs1 (stereo not drawn)
[39] CNC(=S)N/N=C/c1c(C)nn(-c2ccccc2)c1Cl
[40] Cc1cccc(/C=N/c2sc3c(c2C(=O)OC(C)(C)C)CCN(C)C3)c1O
screen / no.	33	34	35	36	37	38	39	40
Rin1-Abl PPI inh	0.2	-2.6	-2.8	-1.0	3.9	0.5	-2.5	-0.5
Neddyl block	i	i	i	i	i	i	i	i
E coli Lon inh	0.7	-2.4	-3.4	-1.0	-7.9	-4.9	6.0	-12.7
FAS-TE inh	12.0	9.8	-5.3	0.4	-2.5	-5.2	1.8	8.4
SKN-1 inh	-0.4	5.9	12.7	13.0	-7.2	2.3	8.7	7.8
bovine MsrA act	-1.4	-7.2	-0.1	-1.6	-0.6	-3.9	0.3	0.0
CendR NRP1 mod	2.9	-12.6	-10.5	-2.4	-8.1	4.2	18.1	30.7*
PABP1 MLLE inh	-12.1	-10.3	-0.1	14.0	0.3	9.9	22.0	-1.6
MT1-MMP act inh	4.7	-25.2	9.6	-3.6	7.8	-1.6	2.4	-4.7

By substructure: the compounds so far containing a nitro group on carbon (2)
[10] O=C(NNC(=O)C1CCCO1)c1ccc([N+](=O)[O-])cc1 (stereo not drawn)
[21] O=[N+]([O-])c1cc(S(=O)(=O)NC2=NCCCCC2)ccc1NCC1CCCCC1
screen / no.	10	21
Rin1-Abl PPI inh	0.7	-0.3
Neddyl block	i	i
E coli Lon inh	-6.0	5.0
FAS-TE inh	-1.1	12.6
SKN-1 inh	11.4	-6.2
bovine MsrA act	-1.6	-3.1
CendR NRP1 mod	0.2	-2.7
PABP1 MLLE inh	-15.0	9.2
MT1-MMP act inh	3.8	3.8

Next part
[41] Cc1nc2cc(-c3ccc(F)cc3)[nH]n2c(=O)c1C
[42] NC(=O)NNC1=Nc2cccc3cccc1c23
[43] O=C(O)c1ccc(CS(=O)(=O)c2cccc(C(F)(F)F)c2)o1
[44] Fc1cccc(NCCc2c[nH]c3ccccc23)n1
[45] CC(C)(C)n1nnnc1C(c1ccc(Cl)cc1)N(Cc1cccnc1)Cc1ccco1 (stereo not drawn)
[46] O=C(c1c[nH]c2ccccc12)C(Cl)c1ccccc1 (stereo not drawn)
[47] CC(=NC1CC1)c1c(-c2ccccc2)[nH]n(-c2nc3ccccc3s2)c1=O
[48] O=S(=O)(c1ccc(NCCOc2ccccc2)nc1)N1CCCC1
screen / no.	41	42	43	44	45	46	47	48
Rin1-Abl PPI inh	0.9	-2.2	-0.9	1.6	-1.2	3.1	-4.0	1.4
Neddyl block	nt	i	i	i	i	i	i	i
E coli Lon inh	2.7	11.8	0.9	-5.3	8.9	-4.7	0.5	-9.1
FAS-TE inh	-0.8	-0.6	-6.0	10.4	19.4	-3.5	14.6	6.1
SKN-1 inh	20.2	1.8	6.1	7.5	1.2	14.1	23.8	-0.2
bovine MsrA act	-3.2	-1.0	0.8	0.1	0.8	-2.0	-1.6	-3.7
CendR NRP1 mod	-10.7	-3.5	-9.9	18.6	8.7	9.5	-6.5	-0.1
PABP1 MLLE inh	-4.1	-12.9	11.5	-7.6	3.2	-11.0	-17.0	-7.2
MT1-MMP act inh	-0.6	-4.1	0.6	3.9	-10.6	-7.3	-15.7	-3.8

A second format for some results above:
entry	SMILES	Rin1-Abl PPI inh	Neddyl block	E coli Lon inh	FAS-TE inh	SKN-1 inh	bovine MsrA act	CendR NRP1 mod	PABP1 MLLE inh	MT1-MMP act inh
45	CC(C)(C)n1nnnc1C(c1ccc(Cl)cc1)N(Cc1cccnc1)Cc1ccco1 (stereo not drawn)	-1.2	i	8.9	19.4	1.2	0.8	8.7	3.2	-10.6
41	Cc1nc2cc(-c3ccc(F)cc3)[nH]n2c(=O)c1C	0.9	nt	2.7	-0.8	20.2	-3.2	-10.7	-4.1	-0.6
42	NC(=O)NNC1=Nc2cccc3cccc1c23	-2.2	i	11.8	-0.6	1.8	-1.0	-3.5	-12.9	-4.1

(listing goes on)
[49] CC(C)Cc1ccc(C(C)C(N)=NCCc2ccccc2)cc1 (stereo not drawn)
[50] CC(=O)NC(CCS(C)(=O)=O)C(=O)Nc1ccc2c(c1)OCCO2 (stereo not drawn)
[51] Cc1ccc(NC(=O)COC(=O)CCNS(=O)(=O)c2c(Cl)cccc2Cl)cc1
[52] CC(=O)Nc1nc(SCCCc2ccccc2)n[nH]1
screen / no.	49	50	51	52
Rin1-Abl PPI inh	1.7	-4.7	-2.6	1.4
Neddyl block	i	i	i	i
E coli Lon inh	-6.7	8.1	-3.3	-3.7
FAS-TE inh	13.9	-7.9	2.3	-4.0
SKN-1 inh	1.3	7.8	13.3	10.4
bovine MsrA act	0.5	-1.5	-10.2	-3.1
CendR NRP1 mod	2.4	3.1	3.7	-6.7
PABP1 MLLE inh	-2.9	2.5	-18.2	-21.3
MT1-MMP act inh	-25.6	3.8	2.6	3.8
